Screens from PubChem BioAssay.
Nrf2 ARE act: Nrf2 pathway activation. AID 624171. AREc32 ARE-luciferase reporter (MCF7-derived line), luminescence, 24 h. Potency, µM (titrated, usually from 46.1 µM), without a hit: top-dose activation, actives largely listed as activators. 0.31% of 410,000 active; note: potency is the fitted concentration of half-maximal effect; % of control where 0% means no effect; nearly all actives have a fitted effect of over 65% in size
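Luciferase luminescence (Steady-Glo, 30 min at room temperature) served as the read-out of ARE activation in AREc32 cells treated with compounds for 24 hr at 37 deg C.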
MCF10A rereplic: induces DNA re-replication in MCF 10a normal breast cells | MCF 10A DNA re-replication, Hoechst nuclear intensity, 48 h | Potency, µM (highest dose often 46.1 µM), inactives show top-dose activity, positive = re-replication, hits mostly activators | 2.9% of 350,000 active; note: potency is the fitted concentration of half-maximal effect; % of control where 0% means no effect; nearly all actives have a fitted effect of over 50% in size
ATXN2 expr inh: reduces ATXN2 reporter expression in HEK-293 cells; HEK-293 ATXN2-luciferase reporter, luminescence, 24 h; Potency, µM (top dose mostly 57 µM), for inactives: top-dose activity change, negative = inhibition, most hits filed as inhibitors; 0.72% of 360,000 active; AID 1745845; note: potency is the fitted concentration of half-maximal effect; % is set by controls: 0 for no effect and ±100 for the full control effect; nearly all actives have a fitted effect of over 55% in size
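ATXN2-luciferase reporter cells (luciferase flanked by upstream and downstream ATXN2 gene portions) were treated 24 h at 37 °C with compounds at up to 57 uM. SteadyGlo luminescence gave expression; GF-AFC fluorescence gave viability.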
IL-1B inflam inh: inflammasome signaling inhibition, IL-1 beta readout; 4.7% of 360,000 active; AID 743279; activity change, % at 57.5 µM; THP-1 LPS/ATP IL-1B secretion, AlphaLISA, 16 h; active compounds read low; in the data active = activity change below about -50%; inconclusive = mostly about -30% to -49%; note: % is set by controls: 0 for no effect and ±100 for the full control effect
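THP-1 cells pretreated 1 hr with compounds (up to 57.5 uM final), then stimulated with LPS (250 ng/mL final) plus ATP (1.25 mM final); secreted IL-1B measured by AlphaLISA after 16 hr, decreased signal indicating inhibition.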
A549 tox: A549 cytotoxicity, counter-screen for Nrf2 inhibitors; A549 ARE-Fluc cells, CellTiter-Fluor viability, 18-24 h; Potency, µM (series often up to 46 µM), without a hit: at the highest dose activity change, negative = cytotoxicity, hits mostly inhibitors; 0.16% of 390,000 active; AID 504648; note: potency is the fitted concentration of half-maximal effect; % is set by controls: 0 for no effect and ±100 for the full control effect
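A549 ARE-Fluc cells in 5% FBS OPTI-MEM, 5000 cells/well, rested 2 h then exposed to compounds in concentration-response for 18-24 h at 37 °C. Viability by CellTiter-Fluor fluorescence (Ex 405/Em 525) after 30 min; luciferase luminescence (BugLite, 15 min, RT) read afterwards.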
S2 tox: reduces viability in counter-screen for ATXN expression inhibitors; S2 cells (HEK-293 line with an ATXN2-luciferase reporter) viability, CellTiter-Fluor protease fluorescence, 24 h; Potency, µM (doses to about 56.7 µM), hits mostly cytotoxic; 0.49% of 400,000 active; note: potency is the fitted concentration of half-maximal effect; nearly all actives have a fitted effect of over 40% in size
HepG2 viability: HepG2 cytotoxicity, counter-screen for TGF-b inhibitors; HepG2 CAGA-GFP viability, ATP luminescence, 18 h; Potency, µM (top dose mostly 46.1 µM), for inactives: top-dose activity change, negative = cytotoxicity, actives largely listed as cytotoxic; 0.76% of 410,000 active; AID 588856; note: potency is the fitted concentration of half-maximal effect; some results filed as inactive show a strong effect at the top dose
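CellTiter-Glo luminescence gave cytotoxicity after 18 hours at 37 degrees C. The cells were HepG2 CAGA-GFP in 1% FBS DMEM, stimulated with 500 pg/mL TGF-beta after compound addition. %Activity was normalised to no-cell wells (complete cell-killing) and DMSO (no toxicity), and curves were fitted and classified.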
TGFb SMAD3 inh: TGF-b pathway inhibition | HepG2 CAGA-GFP TGF-b/SMAD3 reporter, GFP fluorescence, 18 h; TGF-beta stimulated, 500 pg/mL final | Potency, µM (series often up to 46.1 µM), for the others: top-dose activity, negative = inhibition, actives largely listed as inhibitors | 1.2% of 410,000 active; note: potency is the fitted concentration of half-maximal effect; % is set by controls: 0 for no effect and ±100 for the full control effect; nearly all actives have a fitted effect of over 65% in size
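Inhibition of TGF-beta-driven CAGA-GFP reporter expression in HEPG2 cells is measured by cellular GFP fluorescence after 18 h stimulation with 500 pg/mL recombinant TGF-beta in 1% FBS medium at 37 degrees C.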
Nrf2 inh: inhibitors of Nrf2 signaling; A549 ARE-Fluc reporter, luciferase luminescence, 18-24 h; Potency, µM (titrated, usually from 46 µM), without a hit: at the top dose activity change, negative = inhibition, most hits filed as inhibitors; 2.1% of 360,000 active; AID 504444; note: potency is the fitted concentration of half-maximal effect; % is set by controls: 0 for no effect and ±100 for the full control effect; nearly all actives have a fitted effect of over 60% in size
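Reporter: ARE-Fluc in A549. Exposure: 18-24 h, 37 °C, 5% CO2, 5% FBS OPTI-MEM. Readouts: fluorescent cytotoxicity (CellTiter-Fluor), then luminescent Nrf2 signal after BugLite.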
Numbers without * were called inactive; i = inactive; u = inconclusive; x = no result given; [ ] = another dose, or the depositor's remark. Unless noted, calls come from the whole dose curve; as a rule, active = well fitted curve in the direction sought with a large enough effect; inconclusive = small, poorly fitted or top-dose-only effect, or another doubt; inactive = no such curve, though single readings can be large; an effect the other way counts as inactive or inconclusive.

Screens in order – Nrf2 ARE act	MCF10A rereplic	ATXN2 expr inh	IL-1B inflam inh	A549 tox	S2 tox	HepG2 viability	TGFb SMAD3 inh	Nrf2 inh
- COc1ccccc1N1CCN(S(=O)(=O)CCNC(=O)C(c2ccccc2)c2ccccc2)CC1
 : 4.0%	x	x	x	4.6%	x	-4.8%	u	x
- CC1(C)CC(=O)C(N=Nc2ccc(Br)cc2)=C(O)C1
 : 6.6%	19.5%	11.4%	x	2.3%	i	-10.0%	11.0%	-7.3%
- NC(=O)COC(=O)[C@@H]1CC(O)CN1S(=O)(=O)c1ccc2c(c1)OCCO2 (stereo not given in full)
 : -0.8%	0.7%	-2.9%	8.8	3.7%	i	11.4%	6.0%	2.5%
- Cc1ccc2nc(-c3ccc(NC(=O)CSc4nccc(=O)[nH]4)cc3)sc2c1
 : 0.1%	u	10.8%[11.3 µM]	-6.1	1.7%	i	0.5%	6.4%	u
- C=CCc1c(C)nc(SC)nc1Nc1ccc(C(C)=O)cc1
 : 6.7%	11.6%	33.5%	-22.8	-1.9%	i	-5.9%	1.2%	x
- C=CCNS(=O)(=O)c1ccc2c(c1)n(C)c(=O)n2C
 : -0.3%	-8.3%	-13.8%	0.0	-3.1%	i	-11.2%	u	-29.2%
- COc1cc2c(cc1OC)C(c1ccc(Br)cc1)CC(=O)N2 (stereo not given)
 : 0.4%	0.651µM*	-19.6%	-11.4	3.7%	i	-26.9%	3.4%	-10.0%
- Cc1oc(-c2ccc(Cl)cc2)nc1CN1CCCC(C(=O)NCCCN2CCCC2=O)C1 (stereo not given)
 : 0.9%	-1.0%	-28.8%	-10.1	-10.4%	i	-14.4%	-27.4%	u
- O=C(c1ccc([N+](=O)[O-])cc1)N1CCCC1
 : -0.1%	-4.9%	22.6%	0.0	4.2%	i	-16.5%	-11.6%	0.7%
- CCOC(=O)N1CCc2c(sc(NCc3cccc(F)c3)c2C(=O)Nc2ccc(OC)cc2)C1
 : -0.1%	x	x	x	1.8%	x	-22.6%	u	x
- Cc1ccc2nc3c(cc(C(=O)NCCc4ccccc4)c(=N)n3CCCN3CCOCC3)c(=O)n2c1
 : -0.5%	4.61µM*	-13.9%	-12.4	-5.7%	x	-3.7%	15.3%	u
- CCn1ccc(-c2ccccc2)c(C#N)c1=O
 : 0.5%	-0.4%	-13.5%[11.3 µM]	-2.9	-0.3%	i	-1.3%	8.8%	11.6%
- Cc1cc2nc3c(=O)[nH]c(=O)[nH]c3nc2c([N+](=O)[O-])c1N
 : 0.6%	1.7%	1.2%	4.8	-22.2%	i	-3.8%	59.0%[activator]	-1.3%
- COC(=O)c1ccccc1NC(=O)CC#N
 : -0.2%	-10.2%	3.1%	10.8	-4.0%	i	10.4%	-0.8%	x
- CCc1cccc(C)c1NC(=O)CN1C(=O)c2ccccc2Sc2ncccc21
 : 0.2%	x	-5.5%	x	1.4%	i	-12.0%	14.4%	0.6%
- c1ccc(CNc2nnnn2-c2ccccc2)cc1
 : -0.4%	13.6%	-9.1%	25.0	-9.1%	u	6.4%	-28.0%	u
- O=C(N/N=C/C(Cl)=C/c1ccccc1)c1cnccn1
 : 11.2µM*	u	-13.0%	-18.5	-3.0%	u	-0.6%	0.0%	u
- COc1ccc(-c2c([C@H]3[C@@H]4C=CCC[C@@]4(C)C(=O)N3Cc3ccccc3)ccc3ccccc23)cc1OC
 : 3.6%	u	u	-21.7	u	u	-0.7%	u	u
- CC1(C)CC(Cc2ccc(Cl)nc2)N(C(=O)OC(C)(C)C)C1 (stereo not given)
 : 0.7%	x	-10.0%	28.9	x	i	-12.7%	18.8%	x
- CCCCc1nn2c(=O)cc(COC(=O)c3cccc(Cl)c3)nc2s1
 : 0.2%	x	-4.7%	x	6.9%	i	-0.6%	u	-6.7%
- CC1(C)CC(=O)C=C(c2ccc(-c3ccc(OC(F)(F)F)cc3)cc2)C1=O
 : 0.7%	x	u	u	x	u	-39.3%	5.5%	x
- COc1ccc(C2=CC3=C(Br)C(=O)C(C)(OC(=O)C4CCCC4)C(=O)C3=CO2)cc1 (stereo not given)
 : 1.0%	u	-29.9%	12.2	-9.5%	u	-20.0%	-19.2%	5.7%
- Cn1c(SCC(=O)NCc2ccco2)nnc1C1CCCC1
 : -0.1%	-0.2%	-5.5%	11.7	-0.9%	i	2.5%	-5.8%	-5.6%
- CCN1C=C(Cc2ccc(OC)cc2)C2=C(C1)C(c1ccc(OC)cc1)C(C#N)=C(N)O2 (stereo not given)
 : 4.3%	u	-25.8%	-59.9*	-2.9%	i	-18.8%	14.0%	x
- CCN(CC(=O)Nc1ccc(NC(C)=O)cc1)C(=O)Cc1coc2cc(C)c(C)cc12
 : 1.9%	17.8%	0.0%	-14.7	1.9%	i	-5.3%	1.4%	-9.8%
- O=C(Nc1ccc(F)cc1)c1cnc(-c2ccccc2)nc1-c1ccccc1
 : 0.6%	14.0%	-21.8%	0.0	u	i	-31.2%	-2.7%	-24.0%
- CC(C)(C)c1ccc(OCCC(=O)NCC(c2cccs2)N2CCOCC2)cc1 (stereo not given)
 : 1.0%	23.7%	0.9%	15.0	1.7%	i	-28.1%	-9.4%	-19.5%
- COc1ccc(C2NC(=O)c3sc4nc(C)c(C(C)=O)c(-c5ccc(Cl)cc5)c4c3N2)cc1 (stereo not given)
 : -0.5%	16.4µM*	-22.4%	5.5	-2.1%	i	-5.2%	-4.8%	-8.8%
- CCCCOc1ccc(NC2=NC3(CCCCC3)N=C(N)N2)cc1
 : 0.1%	u	-3.5%	-28.1	x	i	-16.9%	-6.3%	-5.9%
- COc1ccc(OC)c(/C=N/c2c(-c3ccc(O)c(OC)c3)nc3ccccn23)c1
 : -0.7%	-3.2%	x	-1.6	-1.9%	i	12.0%	-0.3%	-6.6%

One compound at a time (already shown). Screens in order: Nrf2 ARE act, MCF10A rereplic, ATXN2 expr inh, IL-1B inflam inh, A549 tox, S2 tox, HepG2 viability, TGFb SMAD3 inh, Nrf2 inh
`Cc1cc2nc3c(=O)[nH]c(=O)[nH]c3nc2c([N+](=O)[O-])c1N` is entered as 0.6%, 1.7%, 1.2%, 4.8, -22.2%, i, -3.8%, 59.0%[activator], -1.3%
`CCN1C=C(Cc2ccc(OC)cc2)C2=C(C1)C(c1ccc(OC)cc1)C(C#N)=C(N)O2` (stereo not given) is entered as 4.3%, u, -25.8%, -59.9*, -2.9%, i, -18.8%, 14.0%, x

(further entries)
Screens in order – Nrf2 ARE act	MCF10A rereplic	ATXN2 expr inh	IL-1B inflam inh	A549 tox	S2 tox	HepG2 viability	TGFb SMAD3 inh	Nrf2 inh
- CCCCC12CN3CC(C)(CN(C1)C3c1cc(Br)ccc1O)C2=O (stereo not given)
 : 2.7%	x	-14.8%	x	6.0%	i	-20.1%	-25.0%	-4.5%
- CCNc1nc(NCC)n2c(SCC(=O)Nc3ccc(NC(C)=O)cc3)nnc2n1
 : 0.4%	-1.0%	12.5%	18.5	-1.6%	i	3.2%	-7.1%	u
- COc1cc(C(O)c2nc(-c3ccncc3)cs2)ccc1F (stereo not given)
 : 4.4%	x	-6.0%	-9.3	x	i	-3.9%	0.9%	x
- CCOc1ccc(CNS(=O)(=O)c2cc3c(cc2C)NC(=O)CO3)cc1
 : -1.0%	x	x	x	-2.1%	x	-19.9%	0.0%	x
- CCOC(=O)N1CCN(S(=O)(=O)N2CCCC(C(=O)NCCc3ccc(OC)c(OC)c3)C2)CC1 (stereo not given)
 : 0.3%	u	-5.5%	-1.6	8.9%	i	10.1%	4.1%	-11.3%
- COc1cccc(C(=O)Nc2ccc(NC(=O)C3CC3)cn2)c1
 : 1.1%	-0.7%	17.3%	-19.3	-3.7%	i	-29.6%	-3.2%	16.0%
- O=C1CCN(Cc2ccccc2)C=C1C(=O)c1ccccc1
 : 0.7%	-6.9%	-1.5%	u	-1.3%	i	-11.5%	1.7%	-12.7%
- CN(C)CCN1CCN(C2CN(Cc3ccc([N+](=O)[O-])cc3)S(=O)(=O)C2)CC1 (stereo not given)
 : 0.3%	x	5.9%	57.1	x	i	-2.6%	0.0%	x
- Cc1ccc(OCC(=O)N2CCCCC2C)c([N+](=O)[O-])n1 (stereo not given)
 : -0.3%	-3.4%	0.3%	0.0	-0.4%	i	4.6%	23.5%	-17.1%
- CCOc1ccc2nc(NCCNC(=O)c3cc(OC)c(OC)c(OC)c3)c(C#N)cc2c1
 : -0.5%	23.1µM*	x	-10.4	u	x	6.4%	0.2%	-3.0%
- Brc1ccc(CN2CCN(c3ccccc3)CC2)o1
 : 0.3%	u	-18.2%	-5.9	-0.9%	i	2.0%	-20.5%	3.4%
- CCCCCc1cc(=O)oc2c(C(CCN3CCN(c4ccccc4)CC3)c3ccc4c(c3)OCO4)c(OC)cc(OC)c12 (stereo not given)
 : 0.2%	u	-3.1%	18.4	-1.5%	u	-13.2%	-7.9%	-5.1%
- O=C(CN1C(=O)CCS(=O)(=O)c2ccccc21)Nc1ccccc1F
 : 0.2%	-2.5%	17.7%	12.9	-5.0%	i	-1.8%	-0.5%	10.6%
- COc1ccc(-c2cnc3nc(/N=C/N(C)C)nn3c2/N=C/N(C)C)cc1
 : 2.1%	14.2%	0.9%	15.0	-4.3%	i	-9.1%	-3.0%	2.9%
- Nc1c(C(=O)CSc2nnc(COc3ccc(Cl)cc3)o2)c(=O)[nH]c(=O)n1C1CC1
 : 2.7%	20.9%	x	31.3	2.6%	u	-26.9%	-16.7%	-4.8%
- O=C1c2[nH]c(=O)[nH]c(=O)c2CN1Cc1ccccc1
 : -0.9%	-1.9%	-6.8%	17.9	3.7%	i	-15.2%	-4.1%	-3.9%
- CCCCCCSc1ccc([C@H]2N[C@@](Cc3ccccc3)(C(=O)OC)[C@H]3C(=O)N(C)C(=O)[C@@H]23)cc1OC
 : -0.1%	13.3%	26.3%	31.6	-2.7%	i	-21.8%	-14.8%	20.7%
